High-throughput results (PubChem BioAssay)
RGS12 GoLoco inh – inhibitors of human Gai1-RGS12 GoLoco interaction (red fluorophore) | P63096 | Gai1:RGS12 GoLoco peptide FP, rhodamine, 10 min | Potency, µM (doses to about 61.6 µM), inactives show top-dose activity, negative = inhibition, actives largely listed as inhibitors | actives 0.44% (n = 230,000); active means well fitted inhibition curve with a large enough effect, not every such curve was filed as active; inactive means no such curve, though single readings can be large or run the other way; further: on the % scale 0 is the no-effect control and ±100 the full control effect; nearly all actives have a fitted effect of over 30% in size; many of its hits are not listed in these tables
SMN2 splice up – increases expression of the SMN2 splice variant; Potency, µM (highest dose often 46.1 µM), inactives show at the highest dose activity change, positive = activation, actives largely listed as activators; actives 2.8% (n = 210,000); AID 1458; HEK293 SMN2-luciferase splicing reporter, luminescence, 30-36 h; further: % of control where 0% means no effect; nearly all actives have a fitted effect of over 55% in size
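HEK293 cells carry an SMN2 minigene-luciferase reporter in which exon 7 inclusion puts luciferase in frame. Cells were seeded at 2000 cells/well, attached for 10-12 hours, then exposed to compounds for 30-36 hours at 37C before ONE-Glo luminescence.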
Epigenetic derep – epigenetic control regulation, reporter derepression | murine LDR cells, GFP reporter derepression, 30 h | Potency, µM (highest dose often 53.9 µM), inactives show top-dose GFP activation, hits mostly activators | actives 0.2% (n = 280,000); further: % of control where 0% means no effect; nearly all actives have a fitted effect of over 60% in size
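Murine LDR cells bearing a silenced CMV-driven GFP reporter were exposed to compound for 30 h at 37 C. After PBS washes, GFP-positive cells (20-120 um objects) counted by laser-scanning microplate cytometry.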
RECQ1 inh – blocks DNA unwinding by human RECQ1 | RECQ1 DNA unwinding, red fluorescence kinetic read | AID 2549 | actives 0.54% (n = 240,000) | Potency, µM (highest dose often 57.3 µM), inactives show at the highest dose activity, negative = inhibition, hits mostly inhibitors | P46063;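 further: plate controls were vehicle for no effect and no enzyme for full effect; nearly all actives have a fitted effect of over 30% in size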
Target sequence (P46063 whole entry, looked up): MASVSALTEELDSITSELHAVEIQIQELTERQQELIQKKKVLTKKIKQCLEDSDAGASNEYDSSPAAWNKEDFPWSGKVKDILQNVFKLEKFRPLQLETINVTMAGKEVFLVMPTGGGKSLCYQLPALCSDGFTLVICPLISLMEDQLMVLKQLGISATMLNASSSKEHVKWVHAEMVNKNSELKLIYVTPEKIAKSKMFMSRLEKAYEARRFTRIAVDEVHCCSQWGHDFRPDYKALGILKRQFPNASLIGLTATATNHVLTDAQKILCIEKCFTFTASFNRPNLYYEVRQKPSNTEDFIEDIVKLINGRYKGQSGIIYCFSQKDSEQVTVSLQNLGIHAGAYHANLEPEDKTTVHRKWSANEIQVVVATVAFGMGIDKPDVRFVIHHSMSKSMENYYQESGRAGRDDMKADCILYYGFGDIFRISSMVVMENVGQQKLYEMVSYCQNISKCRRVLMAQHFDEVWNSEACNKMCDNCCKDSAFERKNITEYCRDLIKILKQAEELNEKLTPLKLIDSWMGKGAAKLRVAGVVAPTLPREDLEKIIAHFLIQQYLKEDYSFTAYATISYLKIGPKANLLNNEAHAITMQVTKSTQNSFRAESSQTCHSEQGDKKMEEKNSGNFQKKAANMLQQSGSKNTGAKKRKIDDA
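50 nM RECQ1T1 preincubated 15 min with compound in Tris pH 8.0 buffer with MgCl2, DTT, Tween-20 and 2.5 ug/ml poly(dI-dC); started with 200 nM TAMRA/BHQ-2 forked duplex and 2 mM ATP. Unwinding read as fluorescence (525/598 nm), two reads 2 h apart.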
KinaseGlo FLuc – counter-screen: inhibitors of Kinase-Glo firefly luciferase; Potency, µM (titrated, usually from 38.3 µM), inactives show top-dose activity change, negative = inhibition, most hits filed as inhibitors; Q27757; actives 0.28% (n = 200,000); AID 1379; Kinase-Glo luciferase, ATP luminescence, 8 min; further: on the % scale 0 is the no-effect control and ±100 the full control effect; nearly all actives have a fitted effect of over 60% in size
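Substrate mix (final 50 mM imidazole pH 7.2, 50 mM KCl, 7 mM MgCl2, 10 uM ATP, 0.01% Tween 20, 0.05% BSA) plus pin-tool compound, then Kinase-Glo detection mix; 8 min ambient, luminescence read.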
NPSR antag – antagonists of human neuropeptide S receptor cAMP signaling; actives 1% (n = 220,000); CHO-NPSR cells, cAMP TR-FRET, antagonist mode; Q6W5P4; Potency, µM (series often up to 38.3 µM), for the others: top-dose activity change, negative = inhibition, actives largely listed as inhibitors; further: on the % scale 0 is the no-effect control and ±100 the full control effect; nearly all actives have a fitted effect of over 50% in size; many of its hits are not listed in these tables
Target sequence (Q6W5P4 whole entry, looked up): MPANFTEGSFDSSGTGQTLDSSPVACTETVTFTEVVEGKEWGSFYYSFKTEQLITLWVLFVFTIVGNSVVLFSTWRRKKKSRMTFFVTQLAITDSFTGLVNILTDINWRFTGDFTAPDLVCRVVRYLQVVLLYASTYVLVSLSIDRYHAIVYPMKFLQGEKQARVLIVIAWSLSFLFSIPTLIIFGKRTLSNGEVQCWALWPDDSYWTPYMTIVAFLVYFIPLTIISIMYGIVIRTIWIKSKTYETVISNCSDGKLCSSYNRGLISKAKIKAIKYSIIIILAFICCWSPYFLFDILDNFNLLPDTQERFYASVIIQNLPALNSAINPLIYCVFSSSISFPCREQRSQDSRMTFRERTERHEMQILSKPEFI
KDM4E inh – JMJD2E (human) inhibition; B2RXH2; JMJD2E catalytic domain, FDH-coupled NADH fluorescence (FDH is formaldehyde dehydrogenase); Potency, µM (series often up to 57.1 µM), inactives show top-dose activity change, negative = inhibition, hits mostly inhibitors; actives 1.6% (n = 230,000); active means well fitted inhibition curve with a large enough effect, not every such curve was filed as active; inconclusive means small, poorly fitted or top-dose-only effect, or another doubt; inactive means no such curve, though single readings can be large or run the other way;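 further: 0% = wells with enzyme and -100% = buffer wells without enzyme; nearly all actives have a fitted effect of over 50% in size; many of its hits are not listed in these tables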
IMPase Li cell – cell-permeable IMPase inhibitors with lithium potentiation; CHO-M1 cells, IP1 TR-FRET (IP-One), carbachol + lithium; Potency, µM (top dose mostly 59.4 µM), inactives show top-dose activity, negative = IMPase inhibition, actives largely listed as inhibitors; actives 0.35% (n = 210,000); AID 1457;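 further: IP1 builds up when IMPase is blocked and the TR-FRET signal falls; plate controls were basal vehicle for no effect and high inhibitor control for full effect; nearly all actives have a fitted effect of over 50% in size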
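CHO cells stably expressing M1 receptor (2000/well, cultured 16–30 h) treated 30 min at 37C with compound plus low lithium. Cytosolic IP1 by TR-FRET (665/620 ratio and 620 channel) after 10 min lysis; AC50 by Hill fit.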
The depositor's hits bear a star; i = inactive; u = inconclusive; x = not tested or not shown; & = joins results of further samples; [ ] = remark or other dose. Unless noted, the call rests on the fitted dose curve; in most records, active means well fitted curve in the direction sought with a large enough effect; inconclusive means small, poorly fitted or top-dose-only effect, or another doubt; inactive means no such curve, though single readings can be large; an effect the other way counts as inactive or inconclusive. Potency means the concentration at half of the fitted maximal effect. Some of the compounds tested. The share of hits here may be higher or lower than overall.

SMILES	RGS12 GoLoco inh	SMN2 splice up	Epigenetic derep	RECQ1 inh	KinaseGlo FLuc	NPSR antag	KDM4E inh	IMPase Li cell
Cc1ccc(N(CC(=O)Nc2ccccc2-c2ccccc2)S(=O)(=O)c2ccccc2)c(C)c1	-14%	-18%	-3.2%	i	1%	-41%	-23%	3%
Cc1cc(C)n(-c2ccc(N3CCOCC3)nn2)n1	-6%	u	-0.9%	9%	u	17%[46.1 µM]	5%	6%[38.3 µM]
CCn1c(=O)cc(OCC(=O)NC2CCCCC2)c2ccccc21	7%	x	-1.1%	-10%	-1%	-16%[46.1 µM]	-1%	13%[38.3 µM]
COc1ccc(N=Cc2ccc[nH]2)cc1	-3%	6%	1.0%	i	-5%	-4%[46.1 µM]	-2%	6%[38.3 µM]
O=C1N=C(N2CCN(c3ccccc3)CC2)S/C1=C\c1ccco1	3%	-5%	2.7%	-15%	-7%	-23%	-27%	7%
Cc1nnc(NC(=O)CSc2nnc(-c3ccoc3C)n2CC(C)C)s1	-21%	1%	-4.4%	-3%	-5%	-16%[7.67 µM]	-5%	1%[38.3 µM]
COc1cc(C(=O)O)cc(NC(=O)c2ccco2)c1OC	6%	x	2.1%	-7%	x	-17%	9%	x
Cc1ccnc(SCC(=O)N2CCN(C(c3ccccc3)c3ccccc3)CC2)n1	-3%	-8%	0.1%	-9%	17%	-9%[46.1 µM]	5%	9%[38.3 µM]
N=C(N)SCCCN	3%[14.2 µM]	-9%[9.22 µM]	x	x	-3%[7.66 µM]	x	x	3%
CCOc1c(OC)cccc1C1CC(=O)Nc2cc(OC)c(OC)cc21 (stereo unspecified)	3%	20%	-1.0%	-2%	2%	3%[46.1 µM]	-6%	1%

Whole records as entered above. Values in the order: RGS12 GoLoco inh | SMN2 splice up | Epigenetic derep | RECQ1 inh | KinaseGlo FLuc | NPSR antag | KDM4E inh | IMPase Li cell
Listed for `Cc1cc(C)n(-c2ccc(N3CCOCC3)nn2)n1` = -6% | u | -0.9% | 9% | u | 17%[46.1 µM] | 5% | 6%[38.3 µM]
Listed for `Cc1ccc(N(CC(=O)Nc2ccccc2-c2ccccc2)S(=O)(=O)c2ccccc2)c(C)c1` = -14% | -18% | -3.2% | i | 1% | -41% | -23% | 3%
Listed for `COc1cc(C(=O)O)cc(NC(=O)c2ccco2)c1OC` = 6% | x | 2.1% | -7% | x | -17% | 9% | x
Listed for `Cc1nnc(NC(=O)CSc2nnc(-c3ccoc3C)n2CC(C)C)s1` = -21% | 1% | -4.4% | -3% | -5% | -16%[7.67 µM] | -5% | 1%[38.3 µM]
Listed for `Cc1ccnc(SCC(=O)N2CCN(C(c3ccccc3)c3ccccc3)CC2)n1` = -3% | -8% | 0.1% | -9% | 17% | -9%[46.1 µM] | 5% | 9%[38.3 µM]

(cont.)
SMILES	RGS12 GoLoco inh	SMN2 splice up	Epigenetic derep	RECQ1 inh	KinaseGlo FLuc	NPSR antag	KDM4E inh	IMPase Li cell
CN(C)c1ccc(P(=O)(OCc2ccccc2)C(O)c2ccc(Br)cc2)cc1 (stereo unspecified)	-7%	x	0.0%	i	x	-10%	-25%	x
CCc1ccc2c(c1)cc(CN(C(=S)Nc1ccccc1Cl)C1CC1)c1nnnn12	0%	-4%	6.5%	-1%	6%	u	-9%	3%[38.3 µM]
COc1ccc(C(=O)Cn2c3ccccc3n3nc(CCC(=O)O)c(=O)nc23)cc1OC	8%	22%	-0.2%	-8%	0%	-13%[46.1 µM]	u	2%[38.3 µM]
CCCCCCCCCCCCC[N+](C)(C)Cc1ccccc1	-55%	-37%[inhibitor]	-1.3%	11%	-2%	x	-4%	36%[activator]
C=C[C@H](N)CCC(=O)O	38%[activator]	2%[20.6 µM]	-0.2%	-5%	-1%	x	0%	10%&-14%
COc1ccc(S(=O)(=O)N2CCN(C(=O)c3cccc(Cl)c3)CC2)cc1	6%	12%	-1.0%	-1%	-5%	u	0%	19%[38.3 µM]
O=C(CSc1nc2ccccc2c(=O)n1NC(=O)Cc1ccccc1)NCc1ccccc1Cl	-4%	-10%	-1.3%	-1%	-5%	-25%[46.1 µM]	9%	-5%[38.3 µM]
CCCCSc1nnc(C)c(=O)[nH]1	6%	-7%	6.1%	6%	14%	-9%[7.67 µM]	u	-7%[38.3 µM]
O=C(Oc1ccc(Cl)cc1N1C(=O)CCC1=O)c1ccco1	7%	-11%	0.9%	3%	0%	-5%[46.1 µM]	2%	-3%
COc1ccccc1C(NC(=O)C1CCCCC1)c1c(O)ccc2ccccc12 (stereo unspecified)	2%	-4%[1.84 µM]	1.9%	-2%	-1%	-27%	-4%	4%
Cc1nn(Cc2ccccc2)c(C)c1NC(=O)c1noc2c1CCc1ccccc1-2	5%	-8%	1.3%	-11%	-1%	-22%[46.1 µM]	-5%	11%[38.3 µM]
CC(C)c1cc(CN2CCN(Cc3ccc(F)c(F)c3)C(CCO)C2)[nH]n1 (stereo unspecified)	5%	x	0.9%	-5%	1%	9%	0%	6%
COc1ccc(NC(=O)C2(c3ccc(NC(=O)c4ccc(C)cc4)cc3)CCCC2)cc1	6%	-8%	-1.1%	13%	-1%	3%[46.1 µM]	u	-1%[38.3 µM]
CCC1Oc2ccc(C)cc2N(CC(=O)NCc2cccs2)C1=O (stereo unspecified)	-2%	-28%	0.1%	-2%	13%	-17%	-5%	12%
CCOC(=O)c1sc(N)c(C(N)=O)c1C	-52%	5%	-0.3%	8%	3%	12%	-13%	2%
Cc1ccc(S(=O)(=O)N(CCCN2CCCC2=O)Cc2cc3c(C)ccc(C)c3[nH]c2=O)cc1	-19%	-8%	1.9%	i	-1%	-26%[46.1 µM]	u	8%[38.3 µM]
O=C(O)C1=C/C(=C(/c2ccccc2)c2cc(C(=O)O)c(O)c3ccccc23)c2ccccc2C1=O	0%&1%[14.2 µM]	-3%&-4%[9.22 µM]	x	x	-4%&-2%[7.66 µM]	x	x	-2%&-4%
CCOc1ccc(C2Nc3cccc4cccc(c34)N2)cc1OC	-5%	-12%	2.3%	-1%	-4%	-13%[46.1 µM]	u	10%
Cc1ccccc1NC(=O)/C(C#N)=C\c1cccnc1	-20%	-17%	0.0%	-2%	1%	-6%[46.1 µM]	1%	5%
COC(=O)C(O)(CC(=O)Nc1cc(Cl)ccc1Cl)C(F)(F)F (stereo unspecified)	17%	-7%	-1.2%	7%	5%	1%[46.1 µM]	-2%	11%
COc1ccc(-n2c(SCC(=O)NC3CCCCC3)nc3ccsc3c2=O)cc1	-9%	-19%	-2.5%	-14%	1%	5%[46.1 µM]	-5%	-3%[38.3 µM]
COC(=O)c1ccccc1NC(=O)N1CCN(Cc2ccco2)CC1	8%	-2%	-0.4%	16%	-2%	13%	u	-2%
CC(=O)Nc1ccc(NC(=O)Cn2c(-c3ccc(F)cc3)cnc2SCC(=O)Nc2c(C)cccc2C)cc1	1%	0%	1.8%	-3%	0%	2%[46.1 µM]	-2%	-24%[38.3 µM]
CCC1=C(OC(=O)N(CC)CC)N2C(=O)OC(=NCC(=O)OC)[C@]2(Cc2ccccc2)[C@H]2C1=CC[C@H]1C(=O)N(CC(=O)OC)C(=O)[C@H]12	-59%&7%	-4%	4.7%&-0.8%	-15%&-6%	-1%	9%	u	-3%
CCOC(=O)c1ccc(Nc2cc(C)nc(-c3ccccc3O)n2)cc1	1%	-51%[inhibitor]	1.8%	-1%	-2%	-24%[46.1 µM]	-12%	31%[38.3 µM]
CN1CCc2cccc3c2C1Cc1ccc(O)c(O)c1-3 (stereo unspecified)	19%&-2%	-110%&10%[inhibitor]	-0.2%&0.0%	-21%&-27%	-13%&0%	-12%[46.1 µM]	u	19%&8%
COc1ccc(NC(=O)CCS(=O)(=O)c2ccc(OC)cc2)cc1	-9%	-15%	-0.8%	-12%	1%	-1%[46.1 µM]	2%	9%[38.3 µM]
C/C(=N/OC(=O)C1CC1c1ccccc1)c1ccccc1 (stereo unspecified)	8%	-35%[inhibitor]	0.0%	-10%	-2%	1%	4%	17%
CCCNS(=O)(=O)c1ccc(OC)c(Cl)c1Cl	-4%	9%	1.0%	-2%	-3%	-12%[46.1 µM]	0%	19%[38.3 µM]
Cc1ccc(-c2nc(CSc3nc4ccccc4c(=O)n3C)cs2)cc1	4%	-68%[inhibitor]	0.0%	i	-1%	-7%	3%	5%
CC1CN(Cc2cc(=O)[nH]c(C3CC3)n2)CC(C)O1 (stereo unspecified)	-3%	9%	-5.4%	-7%	3%	3%[46.1 µM]	0%	5%[38.3 µM]
CN1CCN(NC(=O)c2cccc(Br)c2)CC1	-6%	20%	-0.9%	6%	-1%	10%	4%	-7%
C[C@@H](C(=O)Nc1ccc2ccccc2c1)[C@H]1C[C@]1(C)[C@H](NC(=O)Oc1ccc(F)cc1)c1ccccc1	8%	-10%	1.1%	1%	0%	x	13%	-1%

Four entries from above, sorted by the value under Epigenetic derep, high to low.
compound | Epigenetic derep
CC(=O)Nc1ccc(NC(=O)Cn2c(-c3ccc(F)cc3)cnc2SCC(=O)Nc2c(C)cccc2C)cc1 | 1.8%
COc1ccc(NC(=O)CCS(=O)(=O)c2ccc(OC)cc2)cc1 | -0.8%
CN1CCN(NC(=O)c2cccc(Br)c2)CC1 | -0.9%
COc1ccc(-n2c(SCC(=O)NC3CCCCC3)nc3ccsc3c2=O)cc1 | -2.5%
